TROY NFkB inh: blocks TROY-dependent signaling in reporter cells. inhibition, % at 10 µM. AID 1347056. actives 0.98% (n = 360,000). Q293 LMP1-TROYcd NF-kB luciferase reporter, 4 h;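 active = compounds whose plate-normalised and pattern-corrected inhibition of the luciferase reporter signal at the single screening dose is 50% or more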
TRAIL sens C8: caspase-8 TRAIL sensitization; NB7+C8 cells + TRAIL, ATPlite viability luminescence; inhibition (viability loss, TRAIL sensitization), % at 10 µM; actives 1% (n = 360,000); AID 624354;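 active = compounds causing at least 50% loss of cell viability in the single-dose screen, relative to plate controls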
KKLEB tox: reduces viability of KKLEB cystic fibrosis airway cells; KKLEB CF airway cells viability, ATPlite luminescence, overnight; hits give low values; cells stimulated with P. aeruginosa culture filtrate; actives 0.36% (n = 360,000); activity change (cytotoxicity), % at 5 µM;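 active = corrected activity change at or below -50% at 5 µM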
SRC1 inh: inhibits human SRC1 coactivator; AID 588354; inhibition, % at 3.6 µM; HEK293 GAL4-SRC1 luciferase reporter, luminescence; actives 0.12% (n = 360,000);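 active = inhibition above the campaign mean plus 3 SD, with each screening campaign given its own cutoff, cut at about 60% in these data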;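 also: 0% = DMSO treated cells and 100% = gossypol at 36 µM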
NCOA3 inh: human NCOA3 inhibition; Q9Y6Q9; HEK293 GAL4-SRC3 luciferase reporter, luminescence; inhibition, % at 3.6 µM; actives 0.17% (n = 360,000); AID 588352;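 active = inhibition above a per-campaign cutoff, the mean of all compounds plus 3 SD, cut at about 60% in these data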;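 also: 0% = DMSO-treated cells and 100% = gossypol-treated cells at 36 µM; higher means less SRC3-driven luciferase light from the GAL4 reporter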
EBV LMP1 NFkB: Epstein-Barr LMP1 NF-kappaB reporter inhibition | LMP1-induced NF-kappaB luciferase reporter cells, luminescence | inhibition, % at 12.5 µM | actives 0.69% (n = 350,000) | AID 504558; in the data active = inhibition above about 41%;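 also: 0% = neutral control wells and 100% = reference inhibitor control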
NR2F2 inh: NR2F2 (human) inhibition, primary screen. HEK293T NGFI-A luciferase reporter, luminescence. inhibition, % at 8.6 µM. actives 0.7% (n = 370,000);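 active = inhibition above a per-plate cutoff, mean inhibition of test wells between control levels plus 3 SD, cut at about 38% in these data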;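 also: cells cotransfected with COUP-TFII expression vector driving the NGFI-A reporter; 0% = median of COUP-TF2 test wells and 100% = reporter-only cells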
Target sequence (P24468 whole entry, looked up): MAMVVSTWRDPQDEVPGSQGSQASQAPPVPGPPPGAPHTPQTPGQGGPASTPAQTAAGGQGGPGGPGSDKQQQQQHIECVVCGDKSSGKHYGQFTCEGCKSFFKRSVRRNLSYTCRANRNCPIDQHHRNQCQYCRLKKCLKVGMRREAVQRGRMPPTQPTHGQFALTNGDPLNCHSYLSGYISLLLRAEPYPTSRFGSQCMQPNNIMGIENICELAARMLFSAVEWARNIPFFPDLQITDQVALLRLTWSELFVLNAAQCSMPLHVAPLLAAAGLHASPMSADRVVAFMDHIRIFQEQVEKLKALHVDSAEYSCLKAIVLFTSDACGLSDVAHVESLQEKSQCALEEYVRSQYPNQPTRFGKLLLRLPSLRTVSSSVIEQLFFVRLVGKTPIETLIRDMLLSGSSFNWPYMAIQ
CF NFkB inh: blocks PAF-induced NF-kB reporter in cystic fibrosis cells; inhibition, % at 5 µM; KKLEB NF-kB-GFP reporter, GFP fluorescence overnight; actives 0.86% (n = 360,000); AID 588850;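 active = at least 50% inhibition at 5 µM, scaled per plate between neutral and stimulator controls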;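 also: PAF is a Pseudomonas aeruginosa culture filtrate used as stimulus; plate controls were PAF-stimulated DMSO wells for no effect and unstimulated DMSO wells for full effect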
TWEAK-Fn14 inh: TWEAK-Fn14 signaling inhibition | inhibition, % at 10 µM | actives 2% (n = 360,000) | AID 1159606 | TWEAK-stimulated Fn14 reporter cells, luciferase luminescence, 8 h; in the data active = inhibition above about 50%
Shn3 3UTR inh: inhibitors of Schnurri-3 3'UTR reporter in osteoblasts | Clone20 osteoblast Shn3 3'UTR firefly luciferase, 24 h | inhibition, % at 12.5 µM | actives 0.52% (n = 360,000);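 active = mean inhibition of at least 75% with every replicate also reaching 75%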;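 also: 0% = median of neutral control wells and 100% = pilot-screen positive control compound; some compounds past the cut are filed as inactive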
LRH-1 inv ag: inverse agonists of human LRH-1 (NR5A2). O00482. HEK293T StAR-luciferase reporter, LRH-1 transfected, 24 h. inhibition, % at 3.6 µM. actives 0.13% (n = 360,000). AID 602396;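 active = inhibition above the mean inhibition of all tested compounds plus 3 SD, cut at about 73% in these data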;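 also: 0% = DMSO wells and 100% = reporter-only cells lacking LRH-1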
Target sequence (O00482 whole entry, looked up): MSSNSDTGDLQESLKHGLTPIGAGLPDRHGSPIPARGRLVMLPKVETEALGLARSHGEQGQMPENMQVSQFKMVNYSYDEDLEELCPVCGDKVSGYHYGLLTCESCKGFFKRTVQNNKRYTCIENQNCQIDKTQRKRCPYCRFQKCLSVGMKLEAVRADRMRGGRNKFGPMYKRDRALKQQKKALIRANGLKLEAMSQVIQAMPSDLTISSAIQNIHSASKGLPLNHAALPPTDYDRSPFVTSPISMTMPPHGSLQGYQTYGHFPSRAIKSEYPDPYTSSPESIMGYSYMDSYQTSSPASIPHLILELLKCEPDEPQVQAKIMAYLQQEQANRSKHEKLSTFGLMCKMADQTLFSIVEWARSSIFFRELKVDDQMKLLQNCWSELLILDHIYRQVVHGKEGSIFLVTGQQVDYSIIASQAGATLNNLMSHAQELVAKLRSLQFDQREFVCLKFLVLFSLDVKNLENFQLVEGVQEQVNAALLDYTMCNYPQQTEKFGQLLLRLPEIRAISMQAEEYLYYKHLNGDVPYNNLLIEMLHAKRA
The depositor's hits bear a star; . = not tested or not shown.

SMILES	TROY NFkB inh	TRAIL sens C8	KKLEB tox	SRC1 inh	NCOA3 inh	EBV LMP1 NFkB	NR2F2 inh	CF NFkB inh	TWEAK-Fn14 inh	Shn3 3UTR inh	LRH-1 inv ag
NC(=O)c1ccc(-c2ccc(N3C(c4ccsc4)=Cc4ccc(F)cc4C3CC(=O)c3ccco3)cc2)cc1 (stereo not given)	-6	0	.	.	.	.	-16	.	3	.	7
CCOCCCn1c(C)nc2c(c1=O)c1nc3ccccc3nc1n2-c1ccc(C)cc1	-4	6	4	17	-2	15	.	-6	2	4	-4
C=CCN1C(=O)N(c2ccccc2)C(=O)C1CC(=O)Nc1ccc(OC)cc1 (stereo not given)	6	9	-16	-3	-5	3	11	21	2	-15	-14
CC1(C)C(=O)Nc2ccccc2N1C(=O)COc1ccc(C#N)cc1	-10	-4	-12	-8	-24	0	2	12	19	4	-4
O=C(NCCCN1CCOCC1)c1cc(-c2ccco2)nc2ccccc12	14	10	14	-8	8	2	-11	-3	15	10	6
Brc1ccccc1Cn1c(-c2cscn2)nc2ccccc21	23	-4	-13	13	-9	-11	3	-31	-13	1	15
Cc1ccc(CN(C)C[C@@H]2OCc3cnnn3CCCC(=O)N([C@@H](C)CO)C[C@H]2C)cc1	3	-9	-5	10	-23	0	-5	30	9	-16	1
COc1ccc(C(=O)C2CCN(C(=O)c3ccc(F)cc3)CC2)cc1	6	12	0	7	-6	2	8	-5	-22	10	15
O=S(=O)(Nc1cccc2[nH]ncc12)c1cccs1	1	4	-11	-18	2	6	-11	28	18	11	0
CCC(=O)N1CCc2cc(S(=O)(=O)CCC(=O)N3CCN(c4ccc(C(C)=O)cc4)CC3)ccc21	19	12	-8	3	11	4	2	7	4	32	23
CNC(=O)C1Cc2ccccc2CN1S(=O)(=O)c1ccc(OC)c(OC)c1 (stereo not given)	-5	1	0	6	4	-7	-2	6	5	8	-14
CC1CCc2c(nc3nc[nH]n3c2=O)C1 (stereo not given)	5	-14	-8	-4	12	-2	-2	-11	16	-9	15
CC#CC[N+](C)(C)CCCCCCCC	-3	9	-2	4	20	-8	25	16	16	.	2
Cc1ccccc1NC(=O)COC(=O)c1ccc(S(=O)(=O)N2CCCCCC2)cc1	13	3	-10	-2	-13	13	-11	22	-22	26	9
Cc1c(S(=O)(=O)Nc2ccc(Oc3ccccc3)cc2)c(=O)n(C)c(=O)n1C	13	-4	-8	5	1	0	10	-8	0	15	4
CCOCCCn1c(SCC(=O)NC2CCCC2)nc2ccccc2c1=O	-20	-9	9	-8	8	-2	8	7	-4	5	-9
N#C/C(=C\c1cccs1)C(=O)NCC1CCCO1 (stereo not given)	-43	5	-8	-54	-57	-27	-36	8	-34	-118	-55
CN1CCC(OC(=O)c2cc3cc(Cl)cc(Cl)c3oc2=O)CC1	6	-4	6	11	-3	22	16	54*	77*	-10	-5
COc1cc(CC(=O)OCC(=O)NCc2ccc(C)cc2)cc(OC)c1OC	-21	-5	0	-9	-41	-4	-7	-7	-6	2	9
C[C@H](NC(=O)c1nc[nH]c1C(=O)OCc1ccccc1)c1ccccc1	13	2	-5	-5	12	-4	-10	15	4	2	-9
CS(=O)(=O)N1CCN(c2ccccc2NC(=O)c2cc3ccccc3o2)CC1	15	21	-9	12	10	-22	-1	-16	41	11	45
Fc1ccc(/C=N/NC(=S)NCCc2ccccc2)cc1F	-36	14	-10	-4	-27	3	-15	4	-10	7	-3
O=C(c1cc2ncc(CCCl)cn2n1)N1CCCCCC1	-1	-11	-2	-8	13	0	1	-13	-25	0	-13
Cc1ccc(S(=O)(=O)NC(=O)NC(C)Cc2ccccc2)cc1 (stereo not given)	-12	1	1	4	23	-8	-29	-14	-9	11	11

Some entries already given, limited to TWEAK-Fn14 inh.
molecule	TWEAK-Fn14 inh
C[C@H](NC(=O)c1nc[nH]c1C(=O)OCc1ccccc1)c1ccccc1	4
CS(=O)(=O)N1CCN(c2ccccc2NC(=O)c2cc3ccccc3o2)CC1	41

(further entries)
SMILES	TROY NFkB inh	TRAIL sens C8	KKLEB tox	SRC1 inh	NCOA3 inh	EBV LMP1 NFkB	NR2F2 inh	CF NFkB inh	TWEAK-Fn14 inh	Shn3 3UTR inh	LRH-1 inv ag
c1ccc2[nH]c(SCC3CCCCO3)nc2c1 (stereo not given)	-59	10	-15	-91	-85	6	-31	1	4	-51	-108
N#Cc1cccc(-c2csc(C(O)c3ccc(F)cc3)n2)c1 (stereo not given)	-40	-5	1	-24	-32	.	-28	-17	-14	40	-47
COc1cccc(CNC(=O)C2Cc3cc(S(=O)(=O)N4CCCC4)ccc3N2C(C)=O)c1OC (stereo not given)	2	22	3	-19	7	5	-4	10	-22	3	12
Cc1ccc(C2C(C(=O)c3sc(-c4ccccc4)nc3C)=C(O)C(=O)N2CCN(C)C)o1 (stereo not given)	-11	0	3	-7	-2	-1	4	15	4	-25	-17
O=[N+]([O-])c1ccccc1/C=C/C=N/n1c(-c2ccccc2F)n[nH]c1=S	-2	10	18	-54	7	0	-2	-21	-9	-7	-31
O=C(C1CC1)N(Cc1ccco1)c1nc(-c2ccccc2)cs1	-6	-23	1	11	-6	-9	-4	3	2	2	-9
O=C(Nc1ccc2c(c1)OCO2)N1CCOCC1	-27	-12	4	-15	-11	4	15	-14	-7	-9	-30
Cc1ccc(C(=O)c2cnc3cc4c(cc3c2S(=O)(=O)c2ccccc2)OCCO4)cc1	-36	31	-19	-44	-23	-18	-10	31	47	-27	-29
O=C(CN1CCN(Cc2ccccc2F)C1=O)NCC1CCCO1 (stereo not given)	6	-3	0	4	23	-1	3	-8	1	1	23
NC(=O)C1(c2ccccc2)CCOCC1	6	-7	3	1	-8	-2	-7	1	-6	8	-16
COc1ccc(NC(=O)Cn2c(C)csc2=O)c(OC)c1	-2	-7	-11	-1	17	-11	8	-10	-2	-29	4
Cc1ccsc1/C=N/Nc1ncc(Cl)cc1Cl	-20	4	-7	-99	-69	-35	-53	-3	6	-13	-117

Fetched one by one from the entries so far:
SMILES	TROY NFkB inh	TRAIL sens C8	KKLEB tox	SRC1 inh	NCOA3 inh	EBV LMP1 NFkB	NR2F2 inh	CF NFkB inh	TWEAK-Fn14 inh	Shn3 3UTR inh	LRH-1 inv ag
Cc1ccc(C2C(C(=O)c3sc(-c4ccccc4)nc3C)=C(O)C(=O)N2CCN(C)C)o1 (stereo not given)	-11	0	3	-7	-2	-1	4	15	4	-25	-17
NC(=O)C1(c2ccccc2)CCOCC1	6	-7	3	1	-8	-2	-7	1	-6	8	-16
O=C(CN1CCN(Cc2ccccc2F)C1=O)NCC1CCCO1 (stereo not given)	6	-3	0	4	23	-1	3	-8	1	1	23
Cc1ccc(C(=O)c2cnc3cc4c(cc3c2S(=O)(=O)c2ccccc2)OCCO4)cc1	-36	31	-19	-44	-23	-18	-10	31	47	-27	-29
N#Cc1cccc(-c2csc(C(O)c3ccc(F)cc3)n2)c1 (stereo not given)	-40	-5	1	-24	-32	.	-28	-17	-14	40	-47
O=[N+]([O-])c1ccccc1/C=C/C=N/n1c(-c2ccccc2F)n[nH]c1=S	-2	10	18	-54	7	0	-2	-21	-9	-7	-31

Further compounds follow.
SMILES	TROY NFkB inh	TRAIL sens C8	KKLEB tox	SRC1 inh	NCOA3 inh	EBV LMP1 NFkB	NR2F2 inh	CF NFkB inh	TWEAK-Fn14 inh	Shn3 3UTR inh	LRH-1 inv ag
OCC1OC2C(NC(=S)N2c2ccccc2)C(O)C1O (stereo not given)	2	-17	11	-6	2	-9	5	1	1	29	-2
CSCCC(NC(=O)c1ccco1)C(=O)Nc1ccc(C)cn1 (stereo not given)	-59	-5	4	-19	-5	-19	-16	-3	-6	-22	-42
C(=N\NCc1ccccc1)/c1ccc2ncccc2c1	-16	-8	10	-53	-76	.	-26	22	-1	-61	-74
COc1cc(CC(CC(=O)c2ccc3c(c2)OCO3)C(=O)O)cc(OC)c1OC (stereo not given)	4	-3	15	-5	4	-5	0	-27	13	14	1
CCCCOc1ccc(Br)cc1CSC(=N)N	26	24	-13	-5	-1	1	76*	17	31	92*	41
COc1cc(-c2nnc3sc(Cc4ccccc4)nn23)cc(OC)c1OC	-17	-14	-4	3	-20	-6	-19	1	-15	2	0
N#Cc1nc(Nc2cccc(Cl)c2)c2ncn(C3CCCC3)c2n1	1	52*	-54*	-49	16	-63	-5	51*	87*	-9	-22
COc1ccc(-n2c(SCC(=O)Nc3nccs3)nnc2-c2ccc(Cl)cc2)cc1	-4	10	-10	2	8	-1	6	-10	-8	2	-1
O=C(NCCCN1CCOCC1)c1ccc2c(c1)N(Cc1ccccc1)CCS2	6	19	-14	10	11	-7	0	-1	19	11	4
Cc1ccc2nc(SC(C)C(=O)N3CCOCC3)[nH]c2c1 (stereo not given)	-22	2	8	-62	-78	-21	-34	14	38	-89	-104
O=C(CSc1nc2nn(-c3ccccc3)c(=O)c-2c2n1CCCCC2)Nc1ccc(F)c(F)c1	8	-2	-12	-4	-24	5	10	-7	28	6	-1
CCCCc1nnc(NC(=O)C2=COCCO2)s1	-31	8	-1	-48	-47	-14	-38	-3	-2	-93	-143
CC(C)(C)C(=O)NCc1ccc(C(=O)CSc2nnc(C3CC3)n2C2CC2)s1	1	-7	-11	8	-3	-7	10	0	4	16	-10
O=C1N=C(N2CCc3ccccc3C2)S/C1=C\c1ccc(O)cc1	10	0	5	2	22	4	3	-4	-20	2	5
Cn1c(C(=O)N2CCCC(C(=O)NCc3ccccc3)C2)cc2sccc21 (stereo not given)	-32	9	2	12	-5	6	5	22	8	0	4
CCn1c(COc2ccc(OC)cc2)nc2ccccc21	-59	30	2	-54	-50	-17	-39	-10	-18	-69	-57
COc1cc(CN(C)c2ncnc3sccc23)ccc1OC(F)F	8	19	-13	11	23	8	30	13	7	26	26
O=C(NCc1ccccc1Cl)c1cnn2cccnc12	-6	5	1	-2	6	1	-17	-1	-5	-8	7
O=C(Nc1ccccc1C(=O)OCn1nnc2ccccc2c1=O)c1ccco1	11	8	14	-6	-17	-11	-10	1	-2	10	-3

Quoted from the listing.
COc1cc(CN(C)c2ncnc3sccc23)ccc1OC(F)F in TROY NFkB inh has 8
O=C(Nc1ccccc1C(=O)OCn1nnc2ccccc2c1=O)c1ccco1 in KKLEB tox has 14
O=C(NCc1ccccc1Cl)c1cnn2cccnc12 in Shn3 3UTR inh has -8
CC(C)(C)C(=O)NCc1ccc(C(=O)CSc2nnc(C3CC3)n2C2CC2)s1 in SRC1 inh has 8
Cn1c(C(=O)N2CCCC(C(=O)NCc3ccccc3)C2)cc2sccc21 (stereo not given) in Shn3 3UTR inh has 0

Some of the compounds tested (hit frequency here may not be typical).
